Source: PubChem (Sanford-Burnham Center for Chemical Genomics)
TAG inh: inhibitors of triacylglycerol accumulation; actives 0.66% (n = 230,000); inhibition, % at 12.5 µM; H9c2 cells, Nile Red lipid (TAG) fluorescence; cells loaded with 200 µM oleic acid;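 active = pattern-corrected inhibition of lipid staining of at least 50% with the nuclear-stain viability signal not falling by more than 50%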;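 note: 0% = DMSO wells and 100% = triacsin C control wells; some results filed as inactive read as strong as hits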
TAG inh DAPI viability: recorded beside TAG inh, whose call it bears; DAPI nuclei signal change (viability), lower = more cytotoxic, %;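 whole-well DAPI fluorescence read on a plate reader as a viability signal; minus 50 percent equals half of cells still viable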
Numbers without * were called inactive.

Under each structure: TAG inh | TAG inh DAPI viability
- Cc1ccc(NC(=S)N(CCC(C)C)C(C)c2ccncc2)c(Cl)c1 (stereo not given)
    -8 | -2
- COc1ccc2[nH]c(C)c(CCNC(=S)Nc3cc(C)ccc3C)c2c1
    -9 | 2
- Cc1ccc(OCC(=O)c2c[nH]c3ccccc23)c([N+](=O)[O-])n1
    12 | 1
- O=C(CNC(=O)c1ccc(C(F)(F)F)cc1)NC1CC1
    -8 | 3
- COc1cc(OC)c(C2C(C(=O)N3CCOCC3)=C(C)NC3=C2C(=O)CC(C)(C)C3)cc1OC (stereo not given)
    3 | 18
- CCc1ccc(NC(=O)c2cccc(NC3=NC4CS(=O)(=O)CC4S3)c2)cc1 (stereo not given)
    5 | -2
- COc1ccc(CCNC(=O)Nc2cccc([N+](=O)[O-])c2)cc1
    -14 | -5
- CCOC(=O)C1CCN(c2c(NC3CCCc4ccccc43)c(=O)c2=O)CC1 (stereo not given)
    1 | 8
- C[C@H](NC(=O)c1nc[nH]c1C(=O)NCc1ccccc1)C(=O)OCc1ccccc1
    -15 | 6
- O=C1NC2(CCC3(CC2)OCCO3)NN1c1ccccc1
    -3 | 6
- CCOC(=O)[C@@H]1[C@H]2COc3ccccc3[C@@H]2N2C(=O)N(c3ccc(C)cc3)C(=O)[C@@]12C
    11 | 0
- CCNC(=O)CN1C(=O)NC(Cc2ccccc2)(Cc2ccccc2)C1=O
    -14 | -5
- O=C(/C=C/c1ccc(S(=O)(=O)NCc2ccco2)cc1)NCc1cccc(Cl)c1
    5 | -5
- Cc1cccc(Nc2ncccc2C(=O)O)c1C
    3 | 0
- Cc1ccc(OCCNC(=O)c2ccccc2SCC(=O)N2CCCC2)cc1
    -13 | -2

The closing three compounds of the section above lead into the next.
Under each structure: TAG inh | TAG inh DAPI viability
- O=C(/C=C/c1ccc(S(=O)(=O)NCc2ccco2)cc1)NCc1cccc(Cl)c1
    5 | -5
- Cc1cccc(Nc2ncccc2C(=O)O)c1C
    3 | 0
- Cc1ccc(OCCNC(=O)c2ccccc2SCC(=O)N2CCCC2)cc1
    -13 | -2
- O=C(CCn1ccc2ccccc21)Nc1ccc(N2CCOCC2)cc1
    18 | -7
- C=CCn1c(SCC(=O)c2c(N)n(C3CC3)c(=O)[nH]c2=O)nnc1-c1ccc(OC)cc1
    -19 | 2
- COCCN(Cc1nc2ccccc2c(=O)[nH]1)C(=O)COc1ccccc1-c1ccccc1
    17 | -8
- NC(COCc1ccccc1)c1csc(Nc2nncc3ccccc23)n1 (stereo not given)
    -6 | 22
- C1=C(CCNc2ncnc3nc[nH]c23)CCCC1
    -11 | 8
- COC(=O)Cn1c2c(c3cc(C)ccc31)CCCC2NC(C)c1ccccc1 (stereo not given)
    2 | -1
- Clc1cccc(N2CCN(c3ncnc4nc[nH]c34)CC2)c1
    -7 | 7
- CCNc1oc(-c2ccccc2F)nc1S(=O)(=O)c1ccccc1
    -6 | -4
- COc1cccc(N(C(=O)c2ccco2)C(C(=O)NC2CCCC2)c2cccnc2)c1 (stereo not given)
    10 | 0
- COc1cc(C(=O)OCC(=O)NC2CCCCC2)cc(OC)c1OC
    8 | 0
- CC1=[N+](C)N(c2ccccc2)C(=O)C1N=C/C=C/c1ccccc1 (stereo not given)
    11 | 0
- COc1ccc(NC(=O)c2cc(-c3ccccc3Cl)on2)cc1OC
    -6 | 5
- O=C1Cc2cc(S(=O)(=O)N3CCN(c4ccc(O)cc4)CC3)ccc2N1
    7 | -5
- CC(=O)NC1C(OCCOc2ccc(Cl)cc2Cl)OC(COC(C)=O)C(OC(C)=O)C1OC(C)=O (stereo not given)
    -11 | -4
- COc1ccc(OC)c(NC(=O)Cc2coc3ccc4ccccc4c23)c1
    34 | 10

Compound profiles, from the list above. Order of values: TAG inh | TAG inh DAPI viability
`C[C@H](NC(=O)c1nc[nH]c1C(=O)NCc1ccccc1)C(=O)OCc1ccccc1` is entered as -15 | 6
`O=C1Cc2cc(S(=O)(=O)N3CCN(c4ccc(O)cc4)CC3)ccc2N1` is entered as 7 | -5

Other records
Under each structure: TAG inh | TAG inh DAPI viability
- Cc1ccc(N2C(=O)c3n[nH]c(C)c3C2c2ccccn2)cc1 (stereo not given)
    -3 | -9
- C=CC(C)Sc1nc2c(c(=O)n(C)c(=O)n2C)n1Cc1ccccc1Cl (stereo not given)
    4 | -17
- COC(=O)[C@]1(C)N[C@H](c2ccc(-c3ccc(Cl)c(Cl)c3)cc2)[C@@H]2C(=O)N(C)C(=O)[C@@H]21
    27 | 0
- O=C(NCCCN1CCCC1=O)c1ccc(Cl)c(NS(=O)(=O)c2ccc(F)cc2)c1
    -4 | -15
- Cc1cc(Cl)ccc1N(CC(=O)N(C)Cc1ccccc1)S(C)(=O)=O
    -23 | 7
- COc1ccc(CN2CCNC(=O)C2CC(=O)N(C)Cc2ccno2)c(F)c1 (stereo not given)
    6 | 0
- CC(=O)c1ccc(S(=O)(=O)N2CCC(C(=O)Nc3ncc(C)s3)CC2)cc1
    11 | -2
- Cc1ccccc1OCC(=O)OCC(=O)NCc1ccccc1
    -1 | 6
- CCC(=O)Nc1cc(C(F)(F)F)ccc1N1CCOCC1
    3 | -5
- CSc1cccc(N2CC(C(=O)Nc3ccccc3N3CCCC3)CC2=O)c1 (stereo not given)
    -1 | -4
- COc1cc(/C=C/C(=O)OCC(=O)Nc2c(C)n(C)n(-c3ccccc3)c2=O)cc(OC)c1OC
    -13 | 3
- Cc1c(Br)cc(C(=O)N2CCCCCC2)c(C)c1C
    -1 | 8
- O=C(CN1CCN(c2ccccc2)CC1)Nc1ccncc1
    -17 | -1
- COc1cccc(NC(=O)Cc2cn(C)c3ccccc23)c1
    10 | -2
- CCCCCCCSc1ncnc2[nH]ncc12
    -13 | 0
- N#Cc1ccc(C(=O)Nc2cc(S(=O)(=O)N3CCOCC3)ccc2N2CCOCC2)cc1
    6 | -5
- CC(=O)N1c2ccccc2C2CCCC[C@H]21 (stereo not given in full)
    14 | -11
- CCOc1ccc(CCNC(=O)COC(=O)COc2ccc(C#N)cc2)cc1OCC
    15 | -1
- [O-][N+]12CCCCC1CCCC2CO (stereo not given)
    0 | 1
- O=C(/C=C/c1ccccc1)N1CCC(N2CCC(C(=O)N3CCOCC3)CC2)CC1
    14 | -4
- CCOC(=O)c1cc(C)n(CCCN2CCOCC2)c1C
    24 | -17
- O=c1c2ccccc2nc2c3ccccc3cnn12
    5 | 0
- CC(C)(C)OC(=O)N1CCN(C(=O)c2nc[nH]c2C(=O)N2CCN(c3ccccc3)CC2)CC1
    2 | -1
- CCc1c(Nc2ccccc2C)nc(N)[nH]c1=O
    -2 | 6
- CCOC(=O)N1CCN(C(=O)c2ccc(SC)cc2OC)CC1
    5 | -11
- COc1cc(NC(=S)NCCc2ccc(S(N)(=O)=O)cc2)c(OC)cc1Cl
    -3 | -12
- CCN(CC)S(=O)(=O)c1cc(NS(=O)(=O)c2cccs2)ccc1C
    -9 | 1
- Cc1cc(C)cc(NC(=O)CS(=O)(=O)c2ccccc2)c1
    -5 | -5
- C/C(=N/NC(=O)c1cccs1)c1cccc(NC(=O)C2CC2)c1
    0 | 15
- CCCCN1CC(O)=C(c2nc3ccccc3[nH]2)C1=N
    16 | -1

Structural class, the compounds so far with two or more sulfur atoms (4)
Under each structure: TAG inh | TAG inh DAPI viability
- CCc1ccc(NC(=O)c2cccc(NC3=NC4CS(=O)(=O)CC4S3)c2)cc1 (stereo not given)
    5 | -2
- CC(=O)c1ccc(S(=O)(=O)N2CCC(C(=O)Nc3ncc(C)s3)CC2)cc1
    11 | -2
- COc1cc(NC(=S)NCCc2ccc(S(N)(=O)=O)cc2)c(OC)cc1Cl
    -3 | -12
- CCN(CC)S(=O)(=O)c1cc(NS(=O)(=O)c2cccs2)ccc1C
    -9 | 1

The main list resumes, repeating the 2 entries before the break.
Under each structure: TAG inh | TAG inh DAPI viability
- C/C(=N/NC(=O)c1cccs1)c1cccc(NC(=O)C2CC2)c1
    0 | 15
- CCCCN1CC(O)=C(c2nc3ccccc3[nH]2)C1=N
    16 | -1
- CCOC(=O)C(C)N1c2cccc3cccc(c23)S1(=O)=O (stereo not given)
    -3 | 9
- CCN(CC)C(=O)CSc1nnc2nnc3cc(Cl)ccc3n12
    4 | -3
- COc1ccccc1NC(=O)Cn1nnc(C(=O)Nc2ccccc2)c1N
    -4 | 12
- CC(C)N(Cc1ccccc1)S(=O)(=O)c1ccc(Cl)nc1
    0 | 0
- COc1ccc(C(=O)/C=C/c2ccc(OCc3ccccc3)cc2)cc1CSCC(=O)O
    -4 | 7
- Cc1ccc(-c2nn(-c3ccccn3)c(=O)c3ccccc23)cc1
    -5 | -12
- COc1ccc(S(=O)(=O)NC(=O)C2(C)CCN2C(=O)c2ccccc2CCc2ccccc2)cc1 (stereo not given)
    -4 | -9
- O=C(c1cncc(Br)c1)N1CCN(S(=O)(=O)c2ccc3ccccc3c2)CC1
    -33 | -2
- C[C@H]1CN([C@@H](C)CO)C(=O)CCCn2nncc2CO[C@H]1CN(C)C(=O)C1CC1
    3 | -7
- COc1ccc(C2c3c(ncn(CCN4CCOCC4)c3=N)Oc3ccc4ccccc4c32)cc1 (stereo not given)
    31 | -2
- O=C(NCc1ccccc1)NC1CC2CCC(C1)N2Cc1ccco1 (stereo not given)
    -11 | -7
- COCCNC(=O)C1(C)CCCN(C(=O)c2ccccc2OC(F)(F)F)C1 (stereo not given)
    -18 | 13
- Oc1ccc2ccccc2c1C=Nc1ccccc1-c1nc2ccccc2[nH]1
    2 | 1
- COC(=O)c1ccc(CN2C(=O)NC(CC(C)C)C2=O)cc1 (stereo not given)
    -16 | -2
- COc1ccc(S(=O)(=O)N2CCN(C(=O)c3ccccc3Cc3ccccc3)CC2)cc1OC
    -9 | -10
- Cc1ccc(S(=O)(=O)N2CCN(CCOc3cccc(C)c3)CC2)cc1
    -9 | -10
- CCCCn1cnc2c(SCc3ccc(Cl)cc3)nc(N)nc21
    -10 | -3
- Cc1ccc(C)c(C(=O)CSc2nnnn2-c2cccnc2)c1
    -13 | -2
- COC(=O)c1ccc(C2NC(C(=O)O)CS2)cc1 (stereo not given)
    -10 | -2
- CCN(CC)S(=O)(=O)c1cccc(-c2n[nH]c(=S)n2CC(C)C)c1
    -8 | 12
- O=C(Nc1cc([N+](=O)[O-])ccc1O)c1cccc([N+](=O)[O-])c1
    -8 | 5
- CCOc1ccc(C(=O)NNC2CC(=O)N(Cc3ccc(Cl)cc3)C2=O)cc1OC (stereo not given)
    -4 | -7
- Cc1[nH]c2ccc(F)cc2c1CCN(Cc1ccco1)C(=S)NC(C)(C)C
    -12 | 3
- CCC(C)NC(=O)C1(NC(=O)Nc2ccccc2)CCCCC1 (stereo not given)
    -7 | 10
- Cc1ccc(S(=O)(=O)N(C)CC(=O)N2CCCC2)cc1
    -3 | 10
- CCOCCCn1c(=NC(C)=O)c(C#N)cc2c(=O)n3ccccc3nc21
    7 | 13
- CCC(C)N(C(=O)Cn1c(Cl)nc2c1c(=O)n(C)c(=O)n2C)C1CCS(=O)(=O)C1 (stereo not given)
    -1 | 0
- CCN1C(=O)[C@H]2[C@H]3CN=C(SCC(=O)c4ccccc4)N3[C@@](C)(C(=O)OC)[C@H]2C1=O
    8 | 3
- O=C(O)c1c(Cl)c(Cl)c(Cl)c(Cl)c1C(=O)N1CCCC1
    13 | -19
- CCC(=O)c1ccccc1OCCCN1CCC(Cc2ccccc2)CC1
    -2 | 14
- COc1cc(OC)cc(C(=O)Nc2ccc(CN3CCCCC3)cc2)c1
    21 | 12
- COc1ccc(NS(=O)(=O)c2cc(C(=O)OC(C)C(=O)N3CCOCC3)ccc2Cl)cc1 (stereo not given)
    -11 | -2
- COc1ccc(NC(=O)Nc2ccc(Br)c(C)c2)cc1
    -16 | 9
- O=C(c1ccccc1)C(O)(Cc1ccccc1)c1ccccc1 (stereo not given)
    -24 | -1
- CC(=O)NC12CC3CC(C1)CC(C(=O)OCC(=O)Nc1ncc(Cl)cc1Cl)(C3)C2
    -10 | 5
- CC(=O)c1cccc(NS(=O)(=O)c2ccc(C(=O)Nc3ccccc3)cc2)c1
    0 | 4
- Cc1ccc(S(=O)(=O)N2CCOCC2)cc1NC(=O)COC(=O)Cc1ccccc1
    6 | -4
- Cn1ccnc1SCC(=O)Nc1cc(F)ccc1F
    -9 | -1
- O=C(CSc1cccc2cccnc12)N1CCCC1
    98 | -55
- Cc1ccccc1NS(=O)(=O)c1cc2c(cc1C)NC(=O)CO2
    -3 | -4
- Cc1ccc(S(=O)(=O)N2CCC(C(=O)NN3CCCCC3)CC2)cc1
    -5 | 0
- Cn1cccc1Cc1nnc(SCC(=O)NCc2ccccc2Cl)n1-c1ccc(F)cc1
    9 | -13
- CC(C)[C@H](NC(=O)c1ccccc1Cl)C(=O)OCC(=O)NCc1ccc2c(c1)OCO2
    4 | -7
- COc1ccc(C(C#N)=Cc2ccc(N(C)CCC#N)cc2)cc1
    -11 | 9
- COc1ccc(NC(=O)c2ccc3snnc3c2)cc1
    -12 | -8
- CCOC(=O)c1c(C)[nH]c(N=Nc2cccc(OC)c2)c1C
    -37 | 3
- Cc1c(N(C(=O)c2ccccn2)C2(C(=O)NC3CCCC3)CCCCC2)c(=O)n(-c2ccccc2)n1C
    -3 | 1

An excerpt; the hit share may differ from the screen's.
